Screening results (PubChem)
Growth percent in the NCI-60 one-dose screen (48 h, 10 µM unless noted): 100 = growth as untreated, 0 = no growth, -100 = all killed.
RXF 393 – RXF 393 renal cancer cells. actives 6.9% (n = 77,000)
TK-10 – TK-10 renal cancer cells | actives 3.9% (n = 81,000) | AID 1794769
CAKI-1 – CAKI-1 renal cancer; actives 4.7% (n = 75,000); AID 1794772
A498 – A498 renal cancer cells; actives 5.4% (n = 76,000); AID 1794774
ACHN – ACHN renal cancer; actives 4.9% (n = 81,000)
SN12C – SN12C renal cancer cells | actives 3.8% (n = 81,000) | AID 1794767
UO-31 – UO-31 renal cancer | AID 1794768 | actives 5.2% (n = 81,000)
PC-3 – PC-3 prostate cancer cells; actives 3.9% (n = 80,000); AID 1794754
786-0 – 786-0 renal cancer cells; actives 5.1% (n = 81,000)
Starred values were filed as active, the others as inactive; x = no result given; [ ] = remark or other dose. Rule for the calls: active = growth percent below 10; inactive = the rest.

(1) CCC(O)C1Sc2ccccc2N1C (configuration not stated)
(2) COc1ccccc1Nc1ccc2c(O)cc(S(=O)(=O)O)cc2c1
(3) CCOC(=O)/C=C(\C(=O)OCC)C(C(=O)OCC)C(=O)OCC
(4) C=C1C(=O)O[C@@H]2C[C@@H](C)CCC(=O)[C@](C)(OC(C)=O)C[C@H](OC(=O)/C(C)=C\C)[C@@H]12
(5) COc1ccc(-c2nc(SCCC(C)C)nc(N(CCO)CCO)c2C#N)cc1
(6) N=C1SCC(=O)N1c1ccc(NC(=O)c2ccccc2-c2ccccc2C(=O)O)cc1
(7) CC(C)N(C)CCOC(=O)C(c1ccccc1)C1C=CCCC1 (configuration not stated)
(8) CCN(C(C)=O)c1ccccc1

Screen / compound no.,1,2,3,4,5,6,7,8
PC-3,96.1,93.8,96.5,79.1,83.7,99.3,76.4,103.8
ACHN,103.0,98.5,103.1,41.9,84.4,104.8,105.2,122.5
A498,121.9,x,104.6,118.9,62.9,111.8,93.0,106.4
TK-10,91.2,113.9,106.3,55.4,105.4,93.4,x,100.1
UO-31,88.7,73.4,98.9,85.4,68.7,80.7,86.5,89.9
786-0,105.0,107.6,94.0,90.8,86.6,102.3,94.2,114.0
RXF 393,126.5,127.9,98.9,51.3,75.7,109.8,109.7,110.1
CAKI-1,105.1,94.6,89.6,63.1,86.6,104.4,97.0,108.5
SN12C,93.7,104.9,103.7,x,82.0,96.4,104.0,103.3

(9) Cn1c2nc(=O)[nH]nc2c2cc(Br)cc(Br)c21
(10) C(=C(\C1=NCCN1)n1cnc2ccccc21)/c1ccc2ccccc2c1
(11) O=C(O)c1cc([N+](=O)[O-])ccc1Br
(12) N#Cc1oc(-c2ccccc2)nc1CN1CCC(C2(C(F)(F)F)N=N2)CC1
(13) Oc1[nH]c2ccccc2c1/C=c1/cc2c(c(-c3ccc(C(F)(F)F)cc3)n1)=Nc1ccccc1-2
(14) O=C(O)/C=C/c1c2ccccc2cc2ccccc12
(15) COc1cccc2nc3n(c12)C(c1c(F)cccc1Cl)SC3 (configuration not stated)
(16) CC(/C=N/N=C(N)N)=N\NC(N)=S

Screen / compound no.,9,10,11,12,13,14,15,16
PC-3,98.0,33.5,100.3,94.1,34.9,90.1,73.8,79.3
ACHN,87.6,72.9,94.2,99.0,32.0,99.8,90.3,65.7
A498,58.5,x,106.2,91.2,62.6,68.2,92.3,85.9
TK-10,x,77.8,95.5,123.8,56.9,108.5,104.7,71.4
UO-31,77.7,68.0,86.3,85.4,56.1,81.5,76.5,45.3
786-0,x,74.6,101.7,96.8,66.0,99.1,91.2,55.7
RXF 393,x,-14.1*,110.1,101.6,56.1,97.7,114.1,76.7
CAKI-1,75.3,53.3,97.6,89.1,48.4,94.0,108.4,44.9
SN12C,101.4,73.3,101.3,100.4,79.1,102.1,89.9,87.2

(17) COc1ccc(-c2nc(NN3C(=O)C4C=CC=CC4C(=O)OC3c3ccc(OC)c(O)c3)[nH]c(=O)c2Br)cc1 (configuration not stated)
(18) O=C1CCCN1C1CCN(Cc2cc3ccccc3[nH]c2=O)c2ccc(Cl)cc21 (configuration not stated)
(19) CCOC(=O)c1cc2ccccc2oc1=O
(20) SCc1ccc(Cl)cc1Cl
(21) O=C(Nc1ccc(F)cc1)ON=C1CCCCC1
(22) COc1ccc(CCNC(=O)COc2cc3c(Nc4ccc(F)c(Cl)c4)ncnc3cc2OC)cc1OC
(23) COc1cccc(-n2cc(C#N)c(N)c2C(=O)c2ccc(Cl)cc2)c1
(24) Cn1c(=O)c2c(n(C)c1=O)n(C)c(=O)n2C

Screen / compound no.,17,18,19,20,21,22,23,24
PC-3,106.8,61.4,91.9,101.3,89.5[100 µM],92.1,99.7,x
ACHN,110.2,79.2,106.2,98.6,97.9[100 µM],49.0,88.1,103.8
A498,99.9,79.2,105.7,96.8,95.2[100 µM],55.6,92.9,101.3
TK-10,108.7,91.0,102.4,112.8,101.3[100 µM],37.4,94.0,126.5
UO-31,79.3,52.8,101.3,69.9,92.2[100 µM],46.8,82.0,79.0
786-0,99.2,71.4,100.9,89.4,87.6[100 µM],89.4,97.2,101.4
RXF 393,117.6,92.8,99.8,100.4,102.1[100 µM],96.0,88.1,83.6
CAKI-1,95.1,67.2,100.0,102.5,79.3[100 µM],46.5,74.5,x
SN12C,101.6,73.9,100.2,93.5,100.1[100 µM],85.2,105.7,87.6

(25) CC(=O)N(C(C)=O)c1ncn(C)c1S(=O)(=O)Nc1ccccc1
(26) O=C1Nc2ccc(F)cc2/C1=C\c1nc(-c2ccccc2F)n2ccccc12
(27) Nc1c(-c2nc3ccccc3[nH]2)nnn1-c1cccc(C(F)(F)F)c1
(28) COc1cc(C2Cc3nc4ccccc4n3C2)cc2c1OCO2 (configuration not stated)
(29) COc1ccc(-c2cc(C#N)c(N)o2)cc1
(30) O=C(Nc1ccc(C(F)(F)F)cc1)Nc1ccc(F)c(C(=O)c2c[nH]c3ncccc23)c1F
(31) CCN(c1ccccc1)S(=O)(=O)c1ccccc1N
(32) CCNS(=O)(=O)c1ccccc1

Screen / compound no.,25,26,27,28,29,30,31,32
PC-3,98.7,76.3,80.8,73.9,86.3,73.6,81.8,100.0
ACHN,105.7,8.9*,100.4,88.1,84.1,63.6,110.1,105.1
A498,101.6,110.7,50.9,55.4,46.1,95.4,110.6,107.2
TK-10,109.4,97.5,81.5,104.2,130.9,142.0,110.3,104.2
UO-31,83.2,77.6,88.6,44.7,66.6,66.7,81.1,107.2
786-0,122.9,104.6,89.4,85.7,105.3,91.7,101.8,99.3
RXF 393,113.0,84.5,114.4,73.8,79.8,91.5,118.7,x
CAKI-1,90.2,68.4,93.9,85.1,67.9,59.9,85.5,93.8
SN12C,100.2,87.1,92.9,83.6,92.8,72.6,91.1,106.0

(33) Nc1n[nH]c2ccc([C@@H]3Nc4ccc5[nH]ncc5c4[C@H]4[C@H]5CCC(C5)[C@H]43)cc12
(34) Cc1c2ccccc2nc(CSC#N)[n+]1[O-]
(35) CC/C(Cc1ccccc1)=C(/c1ccc(O)cc1)c1ccc(OCCN2CCCCCC2)cc1
(36) O=C(NNc1nc(NNC(=O)c2ccccc2)nc(N2CCOCC2)n1)c1ccccc1
(37) CC(C)n1cc(C(C)(C)C)nc1SSc1nc(C(C)(C)C)cn1C(C)C
(38) CCC12CCC3c4ccc(O)cc4CCC3C1CC(O)C2O (configuration not stated)
(39) NC(=O)c1cccc(-n2ccc3cc(NC(=O)Nc4ccc(N5CCOCC5)c(C(F)(F)F)c4)ccc32)n1
(40) O=C(O)c1ccc(-c2nn(-c3ccc(C(=O)O)cc3)cc2CNc2cccc(Br)c2)cc1

Screen / compound no.,33,34,35,36,37,38,39,40
PC-3,25.6,93.9,101.7,107.7,106.5,85.5,5.8*,104.5
ACHN,27.7,96.2,102.2,104.4,103.8,103.4,11.6,105.2
A498,-20.5*,x,x,111.0,116.1,67.1,-57.1*,97.4
TK-10,60.8,121.2,85.7,110.8,126.7,85.3,-7.7*,110.0
UO-31,46.3,79.3,92.6,86.7,88.1,65.9,4.9*,84.3
786-0,24.1,100.2,98.8,103.1,119.4,92.5,-41.8*,105.0
RXF 393,25.6,97.3,102.5,99.0,119.1,98.6,-46.4*,119.4
CAKI-1,16.4,90.2,96.4,96.8,111.6,59.4,6.3*,99.4
SN12C,24.6,100.2,97.7,106.5,110.1,82.5,14.1,96.0

3 of the compounds above, with values under each structure:
Values run as follows: PC-3, ACHN, A498, TK-10, UO-31, 786-0, RXF 393, CAKI-1, SN12C
[35] CC/C(Cc1ccccc1)=C(/c1ccc(O)cc1)c1ccc(OCCN2CCCCCC2)cc1
 : 101.7, 102.2, x, 85.7, 92.6, 98.8, 102.5, 96.4, 97.7
[36] O=C(NNc1nc(NNC(=O)c2ccccc2)nc(N2CCOCC2)n1)c1ccccc1
 : 107.7, 104.4, 111.0, 110.8, 86.7, 103.1, 99.0, 96.8, 106.5
[37] CC(C)n1cc(C(C)(C)C)nc1SSc1nc(C(C)(C)C)cn1C(C)C
 : 106.5, 103.8, 116.1, 126.7, 88.1, 119.4, 119.1, 111.6, 110.1

Carrying on.
(41) CCOc1ccc(NC(=O)/C=C(C)/C=C/C=C(C)/C=C/C2=C(C)CCCC2(C)C)cc1
(42) C=CCNc1ccccc1C
(43) CCCCOC(=O)N1CCN(c2ccccc2)CC1
(44) O=c1ccn(C2CCCO2)c(=O)[nH]1 (configuration not stated)
(45) CC(C)(C)[Si](C)(C)OCC1OC(n2cnc3c(N)ncnc32)CC1O (configuration not stated)
(46) NS(=O)(=O)Oc1ccc(NC(=O)C2CCCCC2)cc1
(47) COc1cc(/C=C(\C)c2ccc3c(c2)OCO3)cc(OC)c1OC
(48) COc1ccc(Oc2nc(Nc3ccc(N4CCCCC4)nc3)ncc2NC(N)=O)cc1

Screen / compound no.,41,42,43,44,45,46,47,48
PC-3,88.9,90.0,110.4,105.2,103.3,89.3,85.0,86.8
ACHN,99.9,87.8,91.3,98.7,102.5,101.4,86.8,100.8
A498,106.5,116.5,125.1,x,105.7,113.6,81.2,85.5
TK-10,109.2,109.2,105.1,119.8,105.5,97.5,86.3,113.4
UO-31,x,74.5,93.1,95.4,85.3,88.4,68.7,95.9
786-0,96.6,92.2,100.8,109.1,101.0,99.5,82.4,96.7
RXF 393,92.4,88.1,119.7,110.5,95.5,96.1,109.1,99.1
CAKI-1,84.3,65.9,100.7,110.1,91.1,98.1,90.3,91.6
SN12C,85.7,110.1,97.5,109.0,101.2,96.7,92.8,99.2

(49) Cc1ccc(S(=O)(=O)Oc2ccc(Br)cc2Br)cc1
(50) CCC[CH2][Sn]1([CH2]CCC)[O]C2C(CO)OC(n3ccc(N)nc3=O)C2[O]1 (configuration not stated)
(51) CNC(=O)c1nc(-c2ccc(OC)c(OC)c2)n(-c2ccc(OC)cc2)n1
(52) CC[C@H](Nc1nc(N)nc(C(F)(F)F)c1C#N)c1nc2cccc(NCc3ccc(C(=O)NO)cc3)c2c(=O)n1-c1ccccc1
(53) O=C(NNc1nc2ccccc2nc1/C=C/c1ccccc1O)Nc1cccc(Cl)c1
(54) O=C(NS(=O)(=O)c1ccc2ccccc2c1)n1cc(-c2ccncc2)c(-c2ccc(Cl)c(O)c2)n1
(55) CSC(=S)Nc1ccccc1C
(56) O=S(=O)(Oc1ccc(-c2ccc3sccc3c2)cc1)c1ccc(F)cc1

Screen / compound no.,49,50,51,52,53,54,55,56
PC-3,79.4,-11.3*,95.6,100.9,54.1,74.2,98.8,91.0
ACHN,95.6,-83.9*,99.9,101.8,69.3,49.6,111.4,107.0
A498,74.3,-94.5*,103.6,74.6,106.6,87.7,89.1,95.3
TK-10,94.9,-98.2*,115.3,95.3,145.8,116.3,101.4,93.7
UO-31,88.9,-78.2*,96.3,91.0,46.2,56.4,93.0,92.2
786-0,86.6,-89.9*,102.0,95.4,90.1,99.1,98.7,96.3
RXF 393,87.9,x,92.4,107.2,83.3,52.9,111.0,110.2
CAKI-1,65.0,-82.7*,99.6,96.4,58.9,96.2,x,82.7
SN12C,95.2,-52.6*,106.4,89.0,74.9,68.8,100.0,96.5

(57) CCOC(=O)COCC(=O)OCC
(58) O=c1c2cc(Cl)ccc2nc(SCc2ccccc2)n1-c1ccc(Cl)cc1
(59) CCCCC(=O)c1ccco1
(60) Cc1ccc(C(=O)c2ccc(CC(=O)NN3C(=O)c4ccccc4C3=O)n2C)cc1

Screen / compound no.,57,58,59,60
PC-3,x,69.5,85.8,98.9
ACHN,98.2,89.4,96.7,96.3
A498,97.3,118.8,74.6,104.0
TK-10,103.9,126.6,96.0,110.5
UO-31,79.7,86.7,79.1,75.7
786-0,105.4,106.2,97.5,102.9
RXF 393,123.6,107.9,97.6,101.6
CAKI-1,105.0,79.2,90.2,87.4
SN12C,93.8,94.8,87.9,92.8

An unsorted share of the library. About 11% of those tested had a hit in this group.
